# Assay outcomes as filed in PubChem.
# GAA glycogen mod – qHTS Assay for Inhibitors and Activators of Human alpha-Glucosidase Cleavage of Glycogen | Potency, µM (titrated, usually from 76.4 µM), for the others: top-dose activity change, negative = inhibition, most hits filed as inhibitors | AID 2100, 2009 | 300,000 compounds, 0.38% hits | recombinant GAA, glycogen substrate, Amplex Red glucose oxidase fluorescence | Lysosomal alpha-glucosidase (Homo sapiens), P10253;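 note: 0% = full enzyme reaction and -100% = no-enzyme basal signal; the screen sought inhibitors and activators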
#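 Recombinant enzyme (4 nM final) with compounds titrated up to 77 uM and bovine liver glycogen (30 ug) in citrate pH 5.0, 0.01% Tween-20, 37 C 40 min. Released glucose detected by Amplex Red/glucose oxidase (Ex 573/Em 610); AC50 from Hill fits.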
# ALDH1A1 inh – qHTS Assay for Inhibitors of Aldehyde Dehydrogenase 1 (ALDH1A1); Potency, µM (series often up to 75.3 µM), for the others: at the highest dose activity, negative = inhibition, most hits filed as inhibitors; Aldehyde dehydrogenase 1A1 (Homo sapiens), P00352; 220,000 compounds, 7.3% hits; Purified ALDH1A1, NADH fluorescence, propionaldehyde substrate; active = well fitted inhibition curve with a large enough effect, not every such curve was filed as active; inconclusive = small, poorly fitted or top-dose-only effect, or another doubt; inactive = no such curve, though single readings can be large or run the other way;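 note: plate controls were no enzyme wells and a reference inhibitor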
# GAA inh – qHTS Assay for Inhibitors of Human alpha-Glucosidase as a Potential Chaperone Treatment of Pompe Disease; purified human GAA, 4-MU-alpha-glucoside fluorescence; AID 1466, 2008; 200,000 compounds, 0.005% hits; Potency, µM (doses to about 76.9 µM), for inactives: at the top dose activity change, negative = inhibition, most hits filed as inhibitors; Lysosomal alpha-glucosidase (Homo sapiens), P10253;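 note: plate controls were uninhibited enzyme wells for no effect and no-enzyme background for full effect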
#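 Read-out is 4-methylumbelliferone fluorescence (Ex 365/Em 440 nm) after NaOH/glycine stop at pH 10. Enzyme 4 nM, substrate 400 uM, pH 5.0 citrate buffer, 20 min room temperature; AC50 from Hill-equation concentration-response.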
# JMJD2E inh – qHTS Assay for Inhibitors of Human Jumonji Domain Containing 2E (JMJD2E) | 230,000 compounds, 1.6% hits | Potency, µM (doses to about 57.1 µM), inactives show at the top dose activity change, negative = inhibition, hits mostly inhibitors | Lysine-specific demethylase 4E (Homo sapiens), B2RXH2 | AID 2147, 2009 | JMJD2E catalytic domain, FDH-coupled NADH fluorescence (FDH is formaldehyde dehydrogenase); active = well fitted inhibition curve with a large enough effect, not every such curve was filed as active; inconclusive = small, poorly fitted or top-dose-only effect, or another doubt; inactive = no such curve, though single readings can be large or run the other way;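 note: 0% = wells with enzyme and -100% = buffer wells without enzyme; nearly all actives have a fitted effect of over 50% in size; many of its hits are not listed in these tables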
# Target sequence (B2RXH2 1-337 limits assumed): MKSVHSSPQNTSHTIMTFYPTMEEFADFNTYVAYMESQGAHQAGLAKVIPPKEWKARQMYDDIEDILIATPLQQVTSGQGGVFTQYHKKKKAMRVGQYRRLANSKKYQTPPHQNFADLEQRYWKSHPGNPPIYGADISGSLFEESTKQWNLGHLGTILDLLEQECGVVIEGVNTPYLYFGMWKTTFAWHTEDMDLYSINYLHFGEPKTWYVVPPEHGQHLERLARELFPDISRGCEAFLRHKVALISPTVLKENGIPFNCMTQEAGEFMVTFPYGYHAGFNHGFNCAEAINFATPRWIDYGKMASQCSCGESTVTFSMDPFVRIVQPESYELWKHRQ
# GLA spleen mod – qHTS Assay for Inhibitors and Activators of Human alpha-Galactosidase From Spleen Homogenate | AID 2107, 2009 | Alpha-galactosidase A (Homo sapiens), P06280 | 240,000 compounds, 0.008% hits | Potency, µM (highest dose often 80 µM), for the others: at the top dose activity change, negative = inhibition, usual class: inhibitors | human spleen homogenate, 4MU-alpha-Gal fluorescence, 40 min;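 note: 0% = enzyme with vehicle and -100% = no enzyme basal signal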
# Target sequence (P06280 32-429 limits assumed): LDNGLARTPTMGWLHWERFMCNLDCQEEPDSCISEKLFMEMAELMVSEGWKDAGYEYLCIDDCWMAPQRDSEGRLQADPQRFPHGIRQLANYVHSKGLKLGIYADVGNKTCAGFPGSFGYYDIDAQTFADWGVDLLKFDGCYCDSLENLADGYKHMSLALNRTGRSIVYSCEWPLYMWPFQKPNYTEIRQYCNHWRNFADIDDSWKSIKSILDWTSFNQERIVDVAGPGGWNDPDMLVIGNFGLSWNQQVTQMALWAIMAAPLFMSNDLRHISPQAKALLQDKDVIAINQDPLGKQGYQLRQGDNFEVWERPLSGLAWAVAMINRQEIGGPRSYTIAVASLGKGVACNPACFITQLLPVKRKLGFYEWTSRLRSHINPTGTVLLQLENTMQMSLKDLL
#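 Fluorogenic readout (Ex 365/Em 440 nm) of 4-methylumbelliferone released from 1 mM 4-MU-alpha-galactoside by spleen homogenate, 40 min at 37C, pH 5.0. Data normalized to no-enzyme and enzyme controls; Hill-equation AC50 from compound titrations.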
# SMN2 splice up – qHTS Assay for Enhancers of SMN2 Splice Variant Expression; Potency, µM (doses to about 46.1 µM), for inactives: at the highest dose activity change, positive = activation, usual class: activators; 210,000 compounds, 2.8% hits; HEK293 SMN2-luciferase splicing reporter, luminescence, 30-36 h; note: % of control where 0% means no effect; nearly all actives have a fitted effect of over 55% in size
#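 qHTS luciferase splicing reporter: luminescence rises when SMN2 exon 7 is included in transfected HEK293 cells. Compound exposure lasted 30-36 h at 37C, with 4.5 mM final sodium butyrate as control, followed by a ONE-Glo read.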
# GAA spleen mod – qHTS Assay for Inhibitors and Activators of Human alpha-Glucosidase From Spleen Homogenate | Lysosomal alpha-glucosidase (Homo sapiens), P10253 | human spleen homogenate, 4-MU-alpha-glucoside fluorescence | Potency, µM (highest dose often 79.9 µM), without a hit: at the highest dose activity change, negative = inhibition, most hits filed as inhibitors | 240,000 compounds, 0.006% hits | AID 2112, 2009;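 note: 0% = enzyme with vehicle and -100% = no enzyme basal signal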
#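 Enzyme source: human spleen homogenate, 1 ug/well. Buffer 50 mM citric acid/K phosphate pH 5.0, 0.01% Tween-20. 4-MU-alpha-glucoside 1 mM; 37 C x 40 min; NaOH/glycine stop; fluorescence.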
# GoLoco inh red – qHTS Assay for Inhibitors of RGS12 GoLoco Motif Activity (Red Fluorophore); 230,000 compounds, 0.44% hits; Potency, µM (doses to about 61.6 µM), for the others: top-dose activity, negative = inhibition, hits mostly inhibitors; Guanine nucleotide-binding protein G(i) subunit alpha-1 (Homo sapiens), P63096; Gai1:RGS12 GoLoco peptide FP, rhodamine, 10 min; active = well fitted inhibition curve with a large enough effect, not every such curve was filed as active; inactive = no such curve, though single readings can be large or run the other way; note: % is set by controls: 0 for no effect and ±100 for the full control effect; nearly all actives have a fitted effect of over 30% in size; many of its hits are not listed in these tables
# Target sequence (P63096 whole entry, looked up): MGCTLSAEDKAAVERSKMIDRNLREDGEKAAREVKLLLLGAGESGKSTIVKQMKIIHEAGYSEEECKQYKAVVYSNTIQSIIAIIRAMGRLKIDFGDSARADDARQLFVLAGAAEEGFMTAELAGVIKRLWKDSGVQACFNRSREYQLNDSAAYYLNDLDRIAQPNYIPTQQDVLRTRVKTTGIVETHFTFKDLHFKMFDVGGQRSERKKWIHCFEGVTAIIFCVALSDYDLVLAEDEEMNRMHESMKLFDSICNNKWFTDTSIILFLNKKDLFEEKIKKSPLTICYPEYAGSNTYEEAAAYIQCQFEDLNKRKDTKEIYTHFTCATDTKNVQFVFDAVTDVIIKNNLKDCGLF
# Active calls of the source: *; u = inconclusive; x = no result given; & = joins results of further samples; [ ] = dose if it differs, or a comment. Unless noted, calls come from the whole dose curve; as a rule, active = well fitted curve in the direction sought with a large enough effect; inconclusive = small, poorly fitted or top-dose-only effect, or another doubt; inactive = no such curve, though single readings can be large; an effect the other way counts as inactive or inconclusive. Potency is the fitted concentration of half-maximal effect. This is a subset; count on the stated rates, not on these rows.
SMILES,GAA glycogen mod,ALDH1A1 inh,GAA inh,JMJD2E inh,GLA spleen mod,SMN2 splice up,GAA spleen mod,GoLoco inh red
Cn1c(N2CCOCC2)nc2c1c(=O)n(Cc1ccc(Cl)c(Cl)c1)c(=O)n2C,7%,-7%,-2%,4%,4%,-51%[inhibitor],-16%,4%
COCCNc1oc(-c2ccc(C)cc2)nc1C#N,u,u,5%,u,-8%,10µM*,-2%,13%
CC(=O)c1ccc(NC(=S)N2CC(C)CC(C)C2)cc1 (configuration not stated),6%,u,5%,1%,-3%,7%,-7%,11%
Cc1cc(SCC(=O)Nc2cccnc2Cl)nc2ccccc12,1%,-12%,2%,12%,-1%,-2%,7%,-2%
O=C1CSC(=NC(=O)c2ccccc2)N1,-19%,9%,2%,-2%,-2%,12%,-4%,5%
CC(=O)O[C@@]1(C(C)=O)CCC2C3C=C(Cl)C4=CC(=O)CC[C@]4(C)C3CC[C@]21C (some centres not stated),x,1%,x,-2%,5%,-45%[inhibitor],-22%,8%
CCOC(=O)c1sc2nc(C)c([N+](=O)[O-])c(COC)c2c1N,12%,u,x,4%,-2%,x,-10%,-1%
O=C(CSCc1ccc([N+](=O)[O-])cc1)NCCSCc1ccccc1,2%,u,u,10%,4%,-5%,1%,-5%
O=C(c1ccc([N+](=O)[O-])cc1)n1nc(-c2ccccc2)nc1NCc1ccc(F)cc1,5%,-5%,-8%,u,-2%,18%,1%,-1%
CC(=O)c1cccc(N(CC(=O)O)S(C)(=O)=O)c1,-12%,16%,2%,-3%,-3%,-3%,-11%,-5%
Cc1ccc(CNc2nc(-c3cccs3)nc3ccccc23)cc1,-12%,u,-10%,u,-18%,-27%,-7%,-5%
FC(F)(F)c1cnc(-c2cnc(-c3ccccn3)nc2)c(Cl)c1,8%,-4%,-2%,7%,5%,11µM*,4%,-6%
CN(C)c1ccc(/C=N/OC(=O)Nc2ccccc2Cl)cc1,-9%,-12%,-5%,u,-5%,x,-5%,-1%
Cc1cc(Nc2cc(C)on2)n2ncnc2n1,4%,-2%,u,6%,3%,-5%,-5%,9%
CCNC(=O)C(=O)NCC1OCCCN1S(=O)(=O)c1cccs1 (configuration not stated),5%,u,4%,0%,8%,-1%,-2%,-8%
COc1cc(OC)c2ccc(=O)oc2c1C(CCN1CCCC(C)C1)c1ccc2c(c1)OCO2 (configuration not stated),-7%,x,x,3%,2%&4%,x,0%&-13%,5%
COc1cc(C=O)ccc1OCc1ccccc1Br,-1%,u,-7%,-15%,6%,u,11%,-1%
Fc1ccc(Nc2nnc(C(F)(F)F)s2)cc1,6%,8%,-1%,3%,8%,x,4%,7%
Cc1ccccc1N=C/C=C1/C=C(c2ccccc2)OC(C)(C)O1,1%,2.2µM*,-8%,u,-4%,-4%,1%,75%[activator]
COc1cc(/C=C/C(=O)OC2CC3CCC2(C)C3(C)C)ccc1O (configuration not stated),u,x,x,u,3%,x,7%,-4%
CCCCCCn1cnc2c(c1=O)c1nc3ccccc3nc1n2/N=C/c1ccco1,-6%,25µM*,1%,u,u,1%,-20%,12%
CN(C)C(=S)Nc1ccc(Cl)cc1,10%,x,x,9%,3%,x,-3%,4%
CCC(=O)NC(Nc1sc2c(c1C(=O)OC)CCN(C)C2)(C(F)(F)F)C(F)(F)F,u,u,6%,3%,-3%,-2%,-5%,-14%
O=C(CSc1nc2ccccc2c(=O)n1-c1cccc(C(F)(F)F)c1)NC1CC1,-17%,12%,-1%,6%,5%,-13%,-2%,7%
OCCC1CN(Cc2nc3c(s2)CCCC3)CCN1Cc1ccsc1 (configuration not stated),21%,5%,u,-2%,-4%,x,-4%,4%

# Following part:
SMILES,GAA glycogen mod,ALDH1A1 inh,GAA inh,JMJD2E inh,GLA spleen mod,SMN2 splice up,GAA spleen mod,GoLoco inh red
Cc1cccc(OCc2nnc(SCC(=O)c3cccs3)n2C)c1C,3%,-4%,4%,-9%,0%,-20%,1%,4%
O=C(C1CCCCC1)N(CCN1CCCC1)c1nc2ccccc2s1,-6%,-10%,-4%,6%,2%,2%,-3%,14%
CC(C)(O)C(=O)N=Nc1c(O)[nH]c2ccccc12,-3%,-7%,8%,9%,-16%,u,-7%,9%
CCOC(=O)/C=c1\s/c(=C\c2ccc3c(c2)OCCO3)c(=O)n1CC(=O)NCC1CCCO1 (configuration not stated),2%,-6%,-7%,1%,4%,-11%,-1%,13%
Fc1ccc(-c2cnn3c(-c4cccs4)ccnc23)cc1,13%,3%,-7%,-2%,0%,3.2µM*,x,-14%
CCOC(=O)N1CCN(Cc2nc3c(c(=O)n(C)c(=O)n3C)n2Cc2ccc(F)cc2)CC1,6%,-5%,-6%,0%,-4%,-3%,-5%,4%
O=C(NC12CC3CC(CC(C3)C1)C2)C12CC3CC(C1)CC(n1cnc(Cl)n1)(C3)C2,0%,15%,-4%,8%,-12%,-35%[inhibitor],5%,5%
CC(C)C(=O)Nc1ccccc1C(=O)OCC(=O)c1ccc2c(c1)OCCO2,-3%,-2%,-1%,-4%,7%,-18%,0%,1%
O=C(c1cnn2c(C(F)(F)F)cc(-c3ccco3)nc12)N1CCCCCC1,-15%,u,7%,5%,5%,2%,6%,5%
Cc1nc2ccc(C(C(F)(F)F)(C(F)(F)F)C(F)(F)F)cc2[nH]1,-14%,6%,u,-7%,-3%,x,-11%,-6%
COC(=O)C1C(O)=C(C(C)=Nc2cccc3ccccc23)C(=O)CC1(C)C (configuration not stated),-25%,u,3%[15.4 µM],u,5%,x,0%,8%
C(=N\Nc1nc(N2CCCCC2)nc(N2CCCCC2)n1)/c1c[nH]c2ccccc12,-24%,-8%,3%,-2%,1%,-9%,0%,15%
CCN(CC)CC(=O)NCC1(c2ccccc2)CCOCC1,12%,u,3%,8%,16%,-25%,14%,-4%
O=C(O)c1ccc(COc2ccc3ccccc3c2/C=C2/NC(=O)N(Cc3ccc(F)cc3)C2=O)cc1,16%,-2%,1%,u,-11%,-22%,1%,32%[activator]
CC[n+]1c(/C=C/Nc2ccccc2)oc2ccccc21,1%,u,-7%,u,-12%,-6%,2%,-27%
O=C(CN1CCCc2ccccc21)N/N=C/c1ccccc1O,-8%,u,u,1%,-5%,-115%[inhibitor],-8%,7%
Cc1cccc(NC2=NC3(CCCCC3)N=C(N)N2)c1C,3%,3%,-2%,6%,-1%,3%,4%,-4%
O=C(CCc1c[nH]c2ccccc12)NCc1ccco1,4%,1%,10%[15.4 µM],10%,-5%,x,2%,4%
COc1ccc(C(=O)/C=C/c2ccc(N(C)C)cc2)c(OC)c1,1%,x,x,-3%,4%,x,-2%,140%[activator]
CC(C)(C)NC(=O)CCC1COc2ccccc2O1 (configuration not stated),10%,5%,-1%,-9%,-2%,-5%,-9%,9%
COc1cc(/C=N/O)cc(Br)c1OCc1ccc(Cl)cc1,0%,0%,-2%,-5%,-5%,-18%,-1%,1%
CC(=O)c1c(C)[nH]c(C(=O)CSc2nnc(-c3ccccc3)n2Cc2ccc3c(c2)OCO3)c1C,-1%,7%,-4%,3%,-2%,x,-5%,2%
COc1ccc(CC(=O)Nc2ccc(C(=O)Nc3nccs3)cc2)cc1OC,4%,12%,2%,u,-2%,2%,-5%,12%
CC(=O)c1ccc(Nc2cc(C)nc3c(C)cc(C)cc23)cc1,16%,5%,u,3%,4%,-4%,1%,4%
Cc1n[nH]c(C)c1S(=O)(=O)N1CCCC(C(=O)Nc2ccc3c(c2)OCCO3)C1 (configuration not stated),-13%,-12%,-9%,4%,-3%,3%,3%,-12%

# More entries
SMILES,GAA glycogen mod,ALDH1A1 inh,GAA inh,JMJD2E inh,GLA spleen mod,SMN2 splice up,GAA spleen mod,GoLoco inh red
Cc1ccccc1C(=O)Nc1ccc2c(c1)OCO2,-1%,-5%,2%,-1%,-16%,0.79µM*,-3%,3%
COc1ccc(-c2cc(C3CCN(c4ncccc4[N+](=O)[O-])CC3)[nH]n2)cc1,5%,u,-13%,-8%,-14%,-54%[inhibitor],-11%,-9%
CN(C)S(=O)(=O)c1ccc(NC(=O)C2CCCN(C(=O)c3ccc(Cl)cc3)C2)cc1 (configuration not stated),3%,13µM*,2%,-5%,2%,-53%[inhibitor],6%,-3%
C=CCN1C=C2C(=O)C(C)(OC(=O)CCc3ccccc3)C(=O)C=C2C=C1c1ccc(C#N)cc1 (configuration not stated),16%,-13%[13.5 µM],x,u,-1%[17.5 µM],5%[9.22 µM],9%[17.4 µM],3%[14.2 µM]
Cc1ccccc1/C=N/Nc1nc2ccccc2[nH]1,u,2%,-8%,-18%,-7%,x,-7%,17%
CCOC(=O)C(CSCC(=O)c1ccc(Cl)cc1Cl)NC(=O)OC(C)(C)C (configuration not stated),u,7.9µM*,-10%,u,15%,-12%,10%,3%
CCCSc1nnc(CSc2nc(C)cc(C)n2)n1C,5%,9%,1%,-2%,4%,1%,x,7%
COc1cc(S(=O)(=O)NCc2cccnc2)c(OC)cc1Br,6%,-8%,0%,0%,3%,-1%,-2%,-7%
CC(C)[C@H](NC(=O)NCc1ccc(F)cc1)C(=O)O,-5%,x,x,7%,5%,x,-3%,3%
COc1c2c(nc3ccccc13)O[C@H]([C@@](C)(O)CO)C2,x,-7%[20.9 µM],x,4%[25.5 µM],4%[29.1 µM],0%[20.6 µM],4%[29.1 µM],4%[21.6 µM]
CCc1nc(SCC(=O)O)c(C#N)cc1C,2%,8%,-1%,-15%,5%,6%,0%,5%
Cc1ccc(-c2nnc(-c3cccc(NC(=O)c4cccs4)c3)o2)cc1,-1%,11%,2%,u,0%,-14%,-8%,-3%
